Assay outcomes (PubChem)
ABHD4 inh – ABHD4 inhibitors, primary screen, biochemical, fluorescence polarization, mouse; (Lyso)-N-acylphosphatidylethanolamine lipase (Mus musculus), Q8VD66; purified mABHD4, FP-Rh probe fluorescence polarization; inhibition, % at 8.92 µM; actives 0.54% (n = 370,000); AID 720543, 2013;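 active = inhibition exceeding the mean over every tested compound plus 3 SD, cut at about 30% in these data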;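 note: 0% = plate median of compound wells and 100% = S159A mutant with DMSO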
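Test system: mouse ABHD4 enzyme, wild type. Reagent: FP-Rh fluorescent activity-based probe, added after compound pre-incubation. Timing: pre-incubation 45 min, probe exposure 60 min, at 25 °C. Technique: FP readout, ex 525 nm / em 598 nm. Benchmarks: high control S159A mutant with DMSO, low control median of compound wells.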
NR1D1 modulator – modulators of Rev-erb alpha DNA binding, primary screen, biochemical, FITC-DNA, fluorescence polarization, uHTS | Nuclear receptor subfamily 1 group D member 1 (Homo sapiens), P20393 | Rev-erbα–FITC-DNA binding, 90 min | activity, % at 10 µM | actives 0.79% (n = 370,000);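 active = activity above about 14%, limit read from the data; passing the limit was not always enough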;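 note: 0% = DMSO wells with 35 nM protein and 100% = DMSO wells with 750 nM protein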
Target sequence (P20393 whole entry, looked up): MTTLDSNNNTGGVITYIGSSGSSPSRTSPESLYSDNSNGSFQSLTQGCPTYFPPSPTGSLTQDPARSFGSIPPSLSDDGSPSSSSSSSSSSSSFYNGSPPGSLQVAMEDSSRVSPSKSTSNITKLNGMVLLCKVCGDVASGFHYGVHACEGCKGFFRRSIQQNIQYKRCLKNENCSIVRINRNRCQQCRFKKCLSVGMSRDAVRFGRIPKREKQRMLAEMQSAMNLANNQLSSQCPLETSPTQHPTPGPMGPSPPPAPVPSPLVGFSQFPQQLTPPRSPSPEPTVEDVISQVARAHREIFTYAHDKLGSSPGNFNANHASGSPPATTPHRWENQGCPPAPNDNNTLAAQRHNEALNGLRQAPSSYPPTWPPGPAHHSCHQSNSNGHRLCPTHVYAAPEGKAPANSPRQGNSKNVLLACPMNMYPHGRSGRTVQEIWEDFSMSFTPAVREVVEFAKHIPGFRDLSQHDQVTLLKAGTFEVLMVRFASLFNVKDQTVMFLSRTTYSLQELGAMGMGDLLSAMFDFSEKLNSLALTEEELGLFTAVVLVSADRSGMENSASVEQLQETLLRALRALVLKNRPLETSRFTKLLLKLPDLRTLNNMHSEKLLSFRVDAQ
SIAE primary – human SIAE inhibitors, primary screen, biochemical, fluorescence polarization, FP-Rh probe, 1536-well HTS. Sialate O-acetylesterase (Homo sapiens), Q9HAT2. SIAE FP-Rh probe binding. inhibition, % at 9.66 µM. actives 0.69% (n = 370,000);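 active = inhibition above a cutoff: mean of compounds within the control limits plus 3 SD of those, cut at about 17% in these data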;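 note: 0% = plate median of compound wells and 100% = probe without SIAE protein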
PG9 Ab binder – binders of HIV-1 gp120 antibody PG9, primary screen, biochemical, TR-FRET; HIV-1 gp120 / PG9 antibody interaction; TR-FRET gp120-PG9 antibody binding; inhibition, % at 6.7 µM; actives 0.43% (n = 360,000); AID 624416, 2012; in the data active = inhibition above about 8.5%
TDP2 absorb – human TDP2 enzyme inhibitors, primary screen, biochemical, epi absorbance, recombinant enzyme | actives 0.34% (n = 370,000) | inhibition, % at 12.8 µM | Tyrosyl-DNA phosphodiesterase 2 (Homo sapiens), O95551 | AID 720702, 2013 | T5PNP hydrolysis, p-nitrophenol absorbance 415 nm;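 active = inhibition above the mean of all tested compounds plus 3 SD, set per campaign, cut at about 25% in these data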;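 note: 0% = DMSO with enzyme and 100% = buffer with substrate but no TDP2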
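Read-out basis: percent inhibition. System: recombinant human TDP2. Buffer or medium: Mg2+-containing Tris-HCl buffer, pH 7.5. Repeats: single replicate. Timing: reaction 2 h, 37 °C. Benchmarks: high control without enzyme, low control DMSO plus TDP2. Probe or stimulus: 5 mM T5PNP. Doses: 12.8 µM only. Measured by: epi absorbance of p-nitrophenol freed from T5PNP by hydrolysis.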
PRMT1 inh – PRMT1 methyltransferase inhibitors, primary screen, biochemical, fluorescence polarization | inhibition, % at 2.79 µM | actives 1.3% (n = 370,000) | recombinant PRMT1, activity-based probe fluorescence polarization | Protein arginine N-methyltransferase 1 (Homo sapiens), Q99873;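 active = inhibition above about 21% made by adding two undisclosed values, limit read from the data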
Target sequence (Q99873 whole entry, looked up): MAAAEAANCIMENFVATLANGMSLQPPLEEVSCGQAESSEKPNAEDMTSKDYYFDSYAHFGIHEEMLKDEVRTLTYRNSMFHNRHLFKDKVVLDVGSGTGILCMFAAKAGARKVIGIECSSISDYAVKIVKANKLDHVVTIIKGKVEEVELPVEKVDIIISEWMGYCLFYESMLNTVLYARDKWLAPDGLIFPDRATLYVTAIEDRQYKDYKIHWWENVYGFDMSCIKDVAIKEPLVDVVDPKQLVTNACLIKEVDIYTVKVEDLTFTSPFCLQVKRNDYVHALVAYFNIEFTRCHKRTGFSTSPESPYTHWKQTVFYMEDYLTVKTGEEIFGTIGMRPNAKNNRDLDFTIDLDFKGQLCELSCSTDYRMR
LEDGF integ inh – blockers of LEDGF/p75-dependent integrase strand transfer – biochemical, TR-FRET, high throughput, primary screen | HIV-1 integrase (with human LEDGF/p75) | TR-FRET IN-LEDGF/p75 DNA integration, Eu/Cy5 | inhibition, % at 3.7 µM | actives 0.64% (n = 370,000) | AID 743269, 2014;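 active = inhibition above the screen-wide mean plus 3 SD, cut at about 13% in these data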;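 note: signal is the Cy5 over europium emission ratio at 671 and 618 nm; 0% = plate median of compound wells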
rCAG binder – binders of r(CAG) RNA repeats, primary screen, biochemical, fluorescence. r(CAG) RNA repeat, TO-PRO-1 dye displacement fluorescence. inhibition, % at 3 µM. actives 1.3% (n = 370,000);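 active = inhibition above the plate cutoff, the mean of all test compounds on that plate plus 3 SD, cut at about 35% in these data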;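 note: 0% = DMSO alone and 100% = 100 µM mitoxantrone as full dye displacement; higher means more dye released from RNA so lower well fluorescence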
TCR CD3 inh – inhibitors of human TCR-CD3 interaction, primary screen, biochemical, fluorescence, TAMRA-labeled TCR probe. T-cell receptor (TCR). inhibition, % at 9.4 µM. actives 0.37% (n = 360,000); in the data active = inhibition above about 19%;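 note: recombinant mutant TCR 2C K166C tagged with TAMRA read by polarization; 0% = receptor in buffer alone and 100% = receptor with positive control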
HTRA1 inhibitor – HTRA1 serine protease inhibitors, primary screen, biochemical, fluorescence polarization, HTS; Q92743; recombinant HTRA1, FP-rhodamine activity-based probe; inhibition, % at 5.96 µM; actives 0.5% (n = 340,000); in the data active = inhibition above about 36%;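 note: 0% = enzyme with DMSO and 100% = wells lacking enzyme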
Numbers without * were called inactive; . = not tested or not shown. A portion of the library (hit frequency here may not be typical).

Each structure is followed by: ABHD4 inh	NR1D1 modulator	SIAE primary	PG9 Ab binder	TDP2 absorb	PRMT1 inh	LEDGF integ inh	rCAG binder	TCR CD3 inh	HTRA1 inhibitor
S=C(Nc1ccccc1Oc1ccccc1)NC1CCCC1
  2	-4	-1	-1.1	-10	2	-1	-2	-4	-11
CCOCc1cc(CN2CCC(n3nccc3NC(=O)C3CC3)CC2)ccc1OC
  9	-3	-2	-1.5	8	2	-4	-10	-5	5
CC(C)CC(=O)N/N=C/c1c(N)n(C)c(=O)n(C)c1=O
  -2	-5	7	-1.4	5	0	1	-1	2	-4
O=C1c2ccccc2C(=O)c2c(Nc3ccc(CCO)cc3)ccc(O)c21
  48*	-7	12	-13	4	-1	15*	16	0	53*
Cn1cc(Cl)c(-c2n[nH]c(=S)n2-c2ccccc2)n1
  7	4	2	16*	2	1	-2	0	4	7
CN(C)CC(=O)Nc1ccc(S(N)(=O)=O)cc1
  -10	2	-9	0.7	-2	5	-2	2	-1	-3
O=C(Cc1ccc(Cl)cc1)Nc1nc2ccccc2[nH]1
  0	2	2	1.4	-6	2	0	1	-3	-8
CCOC1=C2CN(S(=O)(=O)c3ccc(C)cc3)[C@H](c3ccccc3)C[C@@H]2N(S(=O)(=O)c2ccccc2C)[C@H](c2ccccc2)C1
  5	6	9	1.0	5	-2	-15	7	0	.
COc1cccc(C(=O)CSc2nnc(-c3cccs3)o2)c1
  -4	-1	3	-4.3	-8	1	4	3	8	0
O=C(CCCCCN1C(=O)c2ccccc2C1=O)Nc1ccccc1
  -5	5	-4	0.3	7	4	-3	-6	-4	-11
COc1cccc(N(CC(=O)NCc2ccccc2)C(=O)CCC(=O)Nc2nccs2)c1
  -5	2	9	1.1	8	-4	2	-3	5	-5
N#Cc1ccc(S(=O)(=O)N2CCCCC2c2cc(C(=O)N3CCOCC3)no2)cc1 (stereo unspecified)
  -3	-3	-2	-1.4	2	-1	-2	-1	-4	.
CCCCn1c(=O)c(F)cn(Cc2ccc(OC)c([N+](=O)[O-])c2)c1=O
  2	-4	-4	-1.0	-4	3	-7	-6	-6	2
CCn1c(CCC(N)=O)nnc1SCC(=O)c1cc(C)n(C2CC2)c1C
  -1	-9	3	0.7	3	1	1	4	1	-1
Cc1nnsc1Sc1ccccc1C(=O)O
  -9	5	-9	-1.8	-7	4	1	-6	4	7
COc1ccc(N2C[C@@]3(O)CC[C@@H](O)[C@@H](OC)[C@@H]3[C@@](C)(O)[C@@H]2CC=C(C)C)cc1
  0	-3	0	0.8	-1	6	0	-1	0	.
O=C1NC(=O)/C(=C\c2ccc(O)cc2O)S1
  30*	-25	-2	-13	4	10	20*	6	17	17
O=C(CNC(=O)c1ccco1)Nc1cccc(Cl)c1
  -2	5	5	-0.5	6	1	-2	11	-2	-7
Cc1nnc(NC(=O)CSc2nc3ccccc3o2)s1
  1	5	0	0.9	8	-1	3	2	2	-3
FC(F)(F)c1ccccc1Cc1c(-c2ccc(Cl)cc2)nc2ccc(Cl)cn12
  -9	7	-17	1.4	4	4	1	50*	7	.

Some of the entries above, reformatted:
molecule	ABHD4 inh	NR1D1 modulator	SIAE primary	PG9 Ab binder	TDP2 absorb	PRMT1 inh	LEDGF integ inh	rCAG binder	TCR CD3 inh	HTRA1 inhibitor
COc1cccc(C(=O)CSc2nnc(-c3cccs3)o2)c1	-4	-1	3	-4.3	-8	1	4	3	8	0
O=C1NC(=O)/C(=C\c2ccc(O)cc2O)S1	30*	-25	-2	-13	4	10	20*	6	17	17
Cc1nnc(NC(=O)CSc2nc3ccccc3o2)s1	1	5	0	0.9	8	-1	3	2	2	-3
Cn1cc(Cl)c(-c2n[nH]c(=S)n2-c2ccccc2)n1	7	4	2	16*	2	1	-2	0	4	7
FC(F)(F)c1ccccc1Cc1c(-c2ccc(Cl)cc2)nc2ccc(Cl)cn12	-9	7	-17	1.4	4	4	1	50*	7	.

Next part:
Each structure is followed by: ABHD4 inh	NR1D1 modulator	SIAE primary	PG9 Ab binder	TDP2 absorb	PRMT1 inh	LEDGF integ inh	rCAG binder	TCR CD3 inh	HTRA1 inhibitor
COc1ccc(Oc2nc(-c3cccnc3)nc3ccccc23)cc1
  -5	5	-1	-2.5	1	-2	1	-1	1	-15
CC1CCCCC1NC(=O)Cn1[nH]c(=O)c2ccccc2c1=O (stereo unspecified)
  0	0	-4	-1.1	0	2	3	0	5	-3
O=Cc1cnc(N2CCCCC2)s1
  1	3	6	1.7	5	-1	0	1	7	3
O=C1CC(N2CCN(CCc3ccccn3)CC2)C(=O)N1c1ccc(Cl)cc1 (stereo unspecified)
  2	0	7	-0.3	6	5	1	-2	-4	2
COC(=O)c1c(O)ccc(Oc2ccccc2)c1C(=O)OC
  1	-1	6	2.5	16	-2	0	-5	4	-2
COc1ccc(S(=O)(=O)Nc2nc3ccccc3s2)cc1OC
  -3	1	1	-2.4	-3	-3	2	12	4	-1
COc1cccc(NC(=O)CN(C)C(=O)c2cn(-c3ccccc3)nc2-c2cccnc2)c1
  -21	3	-5	1.7	0	7	0	2	-10	-9
Cc1ccc(N(CC(=O)NC2CCCC2)C(=O)CCCC(=O)Nc2ccccn2)cc1C
  -4	-1	-3	0.7	-7	-3	-9	-3	0	0
Cc1cccc(C)c1NC(=O)c1cn(-c2ccccc2)nc1-c1ccccc1
  -19	-2	-6	-3.5	-13	-8	6	0	7	6
COC(=O)c1c(NC(=O)c2ccc(Br)s2)sc2c1CCC2
  -2	25*	-4	-1.6	-18	4	4	12	4	-5
COC(=O)C1CC2=C(CCCC2=O)N(Cc2ccccc2)C1=O (stereo unspecified)
  8	1	0	-0.1	0	4	-1	0	-3	6
CCCn1c(=N)n(CC(=O)c2cccs2)c2ccccc21
  -3	0	-2	0.3	-5	1	-1	3	-2	6
CCCn1c(/C=N/Nc2nc3ccccc3[nH]2)nc2ccccc21
  14	0	13	1.1	-5	1	-7	5	-5	34
CC(Oc1ccccc1Cl)C(=O)Nc1ccc(S(=O)(=O)N2CCN(C)CC2)cc1 (stereo unspecified)
  8	-3	3	0.5	5	11	3	2	-1	-8
COC(=O)[C@]12C[C@H](CC(=O)NCCCN3CCCC3=O)C(=O)N(Cc3ccco3)C1=C[C@H](C1CCCC1)O[C@@H]2C
  3	4	-1	.	-3	3	-1	2	.	.
CCc1nc2c(OCc3cccc(OC)c3)cccn2c1N(C)C(=O)c1ccc(OC)cc1
  -2	-6	0	-1.1	-4	-2	-1	4	16	.
C[C@@H]1CN([C@@H](C)CO)C(=O)CCCn2nncc2CO[C@H]1CN(C)Cc1ccc2cccnc2c1
  -8	2	1	-1.0	-4	-6	1	1	2	5
CCCCN1c2ccccc2N(CCCO)c2cc(C)nnc21
  -2	3	1	1.7	-19	-1	0	-1	-7	-7
O=C(O)c1ccc(CN2C[C@@H](CO)O[C@@H](n3cnc4c(NCc5ccco5)ncnc43)C2)cc1
  -6	3	-1	-1.7	0	0	1	3	4	.
O=C(c1ccccc1)N1CCN(C2C3CC4CC(C3)CC2C4)CC1 (stereo unspecified)
  7	4	0	-1.7	3	-1	2	-6	5	-9
COc1cccc(C(=O)NNC2=C(C(=O)C(F)(F)F)CCC2)c1
  -5	-6	5	0.1	0	-1	0	0	4	.
COc1cccc(C(=O)Nc2nc3c(c(=O)[nH]2)CCCC3)c1
  5	3	2	0.9	2	1	3	4	1	2
CC1=C(C(=O)OCc2ccccc2)C(c2ccco2)n2ncnc2N1 (stereo unspecified)
  5	3	0	0.8	-4	0	-4	3	-2	-4
Cc1ccccc1S(=O)(=O)Cc1ccc(C(=O)NCCc2ccccc2)o1
  -1	-2	-5	-0.6	-12	1	-4	-7	3	-5
c1ccc(COc2ncnc3c2ncn3CCCNCC2CCCO2)cc1 (stereo unspecified)
  -1	10	-3	0.5	-8	-4	0	-1	9	3
COc1ccc(OC)c(S(=O)(=O)N2CCCCC2C(=O)O)c1 (stereo unspecified)
  4	-1	-3	-1.3	2	-1	-2	4	0	6
CNC(=S)N(Cc1ccc(OC)cc1)Cc1cc2ccc(C)cc2[nH]c1=O
  -4	5	-2	1.1	-2	2	3	0	-3	8
COc1cccc(CC2(CO)CCN(Cc3cnc(N4CCOCC4)s3)CC2)c1
  -4	-6	-2	-2.2	-1	-8	-4	-9	2	6
c1csc(CN2CCN(Cc3cccs3)C2c2cccs2)c1
  2	5	5	0.1	3	1	-2	1	-2	6
Cc1ccc(OCc2nc(-c3ccccn3)no2)c(Br)c1
  -11	0	0	0.5	8	0	0	-6	4	-4
CCCCOc1ccc(C(=O)OCC(=O)c2c(N)n(C)c(=O)n(C)c2=O)cc1
  1	1	-4	-0.3	-2	0	0	3	0	-9

Reformatted: 2 of the compounds above.
structure | ABHD4 inh | NR1D1 modulator | SIAE primary | PG9 Ab binder | TDP2 absorb | PRMT1 inh | LEDGF integ inh | rCAG binder | TCR CD3 inh | HTRA1 inhibitor
COC(=O)c1c(NC(=O)c2ccc(Br)s2)sc2c1CCC2 | -2 | 25* | -4 | -1.6 | -18 | 4 | 4 | 12 | 4 | -5
C[C@@H]1CN([C@@H](C)CO)C(=O)CCCn2nncc2CO[C@H]1CN(C)Cc1ccc2cccnc2c1 | -8 | 2 | 1 | -1.0 | -4 | -6 | 1 | 1 | 2 | 5
